D3 ag: D3 dopamine receptor (human) agonism; max activation, %; D3R DiscoveRx beta-arrestin cells, luminescence, 90 min; 0.58% of 410,000 active; P35462; in the data active = max activation above about 30%; note: 0% is about no effect; mostly tested at two doses, the higher about 12 µM
Target sequence (P35462 whole entry, looked up): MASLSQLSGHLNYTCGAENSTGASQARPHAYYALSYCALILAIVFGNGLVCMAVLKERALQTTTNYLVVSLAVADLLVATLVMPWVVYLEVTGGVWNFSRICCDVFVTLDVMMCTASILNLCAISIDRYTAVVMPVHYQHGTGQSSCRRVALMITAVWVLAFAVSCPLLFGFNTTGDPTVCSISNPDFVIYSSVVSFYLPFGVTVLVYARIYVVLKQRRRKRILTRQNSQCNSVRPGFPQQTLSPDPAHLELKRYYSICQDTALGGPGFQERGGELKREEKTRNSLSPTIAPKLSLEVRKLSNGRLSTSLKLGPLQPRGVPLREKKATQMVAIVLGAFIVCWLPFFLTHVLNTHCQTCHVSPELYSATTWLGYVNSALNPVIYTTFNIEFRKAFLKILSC
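Agonist mode: compounds and dopamine controls were applied to plated cells for 90 min at 37 degrees C after an overnight attachment at 1500 cells/well. Luminescent read-out followed 30 - 60 minutes at room temperature with DiscoveRx detection reagent.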
FUS suppressor: FUS proteinopathy suppression in yeast | AID 1347120 | 0.24% of 390,000 active | S. cerevisiae FUS-expressing, growth rescue, OD600, 24 h | Potency, µM (highest dose often 76.6 µM), inactives show at the top dose growth rescue (activation), actives largely listed as activators;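 note: potency is the fitted concentration of half-maximal effect; plate controls were DMSO vehicle for no effect and reference control for full effect; nearly all actives have a fitted effect of over 55% in size; some results filed as inactive show a strong effect at the top dose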
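Steps: raffinose overnight preculture; dilution to OD 0.005 in 2% galactose minimal medium; compound addition (concentration series); 24hr at 30C, 99% humidity; absorbance read at 600 nm.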
aSyn rescue: inhibitors of alpha-synuclein toxicity in yeast. Potency, µM (series often up to 46.1 µM), without a hit: at the highest dose growth rescue (activation), actives largely listed as activators. 0.14% of 370,000 active. Yeast expressing alpha-synuclein, growth rescue, BacTiter-Glo, 24 h; note: potency is the fitted concentration of half-maximal effect; % of control where 0% means no effect; nearly all actives have a fitted effect of over 65% in size
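Readout is rescue of growth in alpha-synuclein-expressing yeast, so inhibitors of toxicity appear as activators. Growth after 24 hr at 30 deg C in galactose medium is quantified by luminescence.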
TDP-43 yeast inh: rescues yeast growth from TDP-43 toxicity; TDP-43 expressing yeast growth rescue, BacTiter-Glo, 24 h; Potency, µM (top dose mostly 46.1 µM), for inactives: at the highest dose growth rescue (activation), most hits filed as activators; 1.8% of 410,000 active; note: potency is the fitted concentration of half-maximal effect; % of control where 0% means no effect; nearly all actives have a fitted effect of over 50% in size
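Luminescence from BacTiter-Glo reports growth of TDP-43-expressing yeast after 24 hr at 30 deg C with compound. Cells were raffinose-pregrown to mid-log, then seeded in galactose medium at OD600=0.02.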
EPAC2 antagonist: blocks human EPAC2 exchange factor. Q8WZA2. AID 720708. EPAC2 GEF exchange of Rap1B-BODIPY-GDP, fluorescence. 0.18% of 360,000 active. Potency, µM (titrated, usually from 114 µM), for inactives: at the top dose activity, negative = inhibition, actives largely listed as inhibitors; note: potency is the fitted concentration of half-maximal effect; % is set by controls: 0 for no effect and ±100 for the full control effect; nearly all actives have a fitted effect of over 45% in size; many of its hits are not listed in these tables
DRD3 antagonist: antagonists of human D3 dopamine receptor | AID 652054 | 2.5% of 360,000 active | P35462 | D3R cells, DiscoveRx beta-arrestin luminescence, antagonist mode; active compounds read low | max response, negative = inhibition, %; in the data active = max response below about -50%; inconclusive = no clear call, values can overlap the other calls; note: % is set by controls: 0 for no effect and ±100 for the full control effect; mostly tested at two doses, the higher about 12 µM
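Cells expressing the human receptor were seeded at 1500 cells/well, incubated overnight at 37 degrees C in 5% CO2, then exposed to library compounds with dopamine controls for 90 minutes at 37 degrees C before luminescent detection.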
EPAC2 ag: agonists of human EPAC2 (RAPGEF4); Q8WZA2; EPAC2 activation, biochemical qHTS; response scale: 100% = 6.5 mM cAMP response; Potency, µM (doses to about 154 µM), without a hit: top-dose activation, most hits filed as activators; 0.079% of 360,000 active; AID 720711; note: potency is the fitted concentration of half-maximal effect; nearly all actives have a fitted effect of over 50% in size
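Compounds were titrated in qHTS against a Rap1B-BODIPY-GDP (250 nM) complex with EPAC2 (100 nM) and GDP (50 uM). BODIPY-GDP release tracked at 480/540 nm over 30 min at room temperature, normalized to 6.5 mM cAMP.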
Abeta yeast res: compounds reversing amyloid beta toxicity in yeast; yeast expressing A-beta42, growth rescue, OD600, 48 h; response scale: 0% DMSO, 100% iron-clioquinol control; Potency, µM (top dose mostly 46.1 µM), for the others: at the highest dose growth rescue, usual class: activators; 0.063% of 410,000 active; note: potency is the fitted concentration of half-maximal effect; nearly all actives have a fitted effect of over 55% in size
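Yeast A-beta toxicity model in growth medium with pinned compounds, 48 h at 30 C; growth read as absorbance at 600 nm. Normalized to FeCl3/clioquinol equimolar mix (positive) and DMSO (negative).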
* = called active by the depositor; ? = inconclusive; nt = not tested or not shown; & = joins results of further samples; [ ] = dose if it differs, or a comment. Unless noted, calls come from the whole dose curve; as a rule, active = well fitted curve in the direction sought with a large enough effect; inconclusive = small, poorly fitted or top-dose-only effect, or another doubt; inactive = no such curve, though single readings can be large; an effect the other way counts as inactive or inconclusive.

Letter code: A = D3 ag; B = FUS suppressor; C = aSyn rescue; D = TDP-43 yeast inh; E = EPAC2 antagonist; F = DRD3 antagonist; G = EPAC2 ag; H = Abeta yeast res
FC(F)(F)c1ccccc1-n1c(-c2ccco2)n[nH]c1=S
  A = 11	B = 8%	C = -5%	D = -1%	E = 0%	F = -19	G = 3%	H = 8%
CCNCc1nc2cc(Cl)ccc2c(=O)[nH]1
  A = -10	B = 14%	C = -1%	D = -11%	E = -9%	F = ?	G = 1%	H = 5%
COc1cc(CC(=O)NCc2ccco2)cc(OC)c1OC
  A = -3	B = 30%	C = 1%	D = 2%	E = 21%	F = -7	G = 7%	H = -2%
CC(Sc1n[nH]c(-c2cccs2)n1)C(=O)Nc1ccc(C(N)=O)cc1 (stereo unspecified)
  A = -1	B = 7%	C = -1%	D = 2%	E = 3%	F = 16	G = -2%	H = -16%
O=C(Nc1ccccc1Cl)c1cc(S(=O)(=O)N2CCC3(CC2)OCCO3)ccc1F
  A = 8&-8	B = 43%&23%	C = 11%	D = 10%&10%	E = -1%	F = -3	G = -4%	H = 14%&5%
COc1ccc(CNC(=O)c2ccc(SC)cc2OC)cc1
  A = -5	B = nt	C = -6%	D = 9%	E = -1%	F = 9	G = 8%	H = 10%
CN(c1ccccc1)S(=O)(=O)c1cccc(NS(=O)(=O)c2cccc(C(=O)O)c2)c1
  A = -1	B = nt	C = 3%	D = 3%	E = -7%	F = -18	G = 14%	H = 10%
CCCCOc1ccc(C(=O)Nc2ccc(OCC(=O)N3CCOCC3)cc2)cc1
  A = 7	B = nt	C = 12%	D = 17%	E = 6%	F = 8	G = -16%	H = 2%
O=C(CSc1nc(-c2ccccc2)[nH]c1-c1ccccc1)Nc1ccc2c(c1)OCO2
  A = -5	B = 28%	C = nt	D = -26%	E = nt	F = nt	G = nt	H = -20%
COc1ccc(NC(=O)CN(C)CC(=O)Nc2cccc(F)c2)cc1S(=O)(=O)N1CCCCC1
  A = -5	B = nt	C = 1%	D = 3%	E = -2%	F = 0	G = 6%	H = 5%
CCOC(=O)C1(CCOC)CCN(Cc2nc(C(C)C)cs2)CC1
  A = -9	B = 12%	C = 0%	D = -12%[0.397 µM]	E = 25%	F = -3	G = 27%	H = 4%
CC(=O)Nc1ccc(OCc2nnc(-c3ccccc3)o2)cc1
  A = 9	B = -16%	C = 5%	D = 23%	E = 2%	F = 0	G = -1%	H = -1%
CNC(=O)C(=O)NCC1OCCN1S(=O)(=O)c1ccc([N+](=O)[O-])cc1 (stereo unspecified)
  A = 5	B = nt	C = 0%	D = 0%	E = -16%	F = ?	G = 3%	H = -28%
CC(C)Oc1ccccc1-c1nc(SCC(=O)c2ccc(F)cc2)n[nH]1
  A = -14	B = 37%	C = nt	D = ?	E = nt	F = nt	G = nt	H = -18%
Cc1cc(C)c(NC(=O)COC(=O)c2ccc([N+](=O)[O-])s2)c(C)c1
  A = 5	B = nt	C = 16%	D = 21%	E = -2%	F = 6	G = 15%	H = 13%
O=S(=O)(/C=C/c1ccccc1)Oc1ccccc1
  A = 1	B = 21%	C = -2%	D = -3%	E = 5%	F = -14	G = -16%	H = 8%
Cc1nn(CC2CC2)c(=O)n1-c1cccc(Cl)c1
  A = 4	B = -12%	C = 4%	D = 28%	E = 7%	F = 9	G = -6%	H = -3%
O=C(COc1ccccc1)Nc1ccccc1F
  A = 3	B = 11%	C = 0%	D = 27%	E = -4%	F = -17	G = 0%	H = -15%
CCOC(=O)c1c(Oc2ccc(OC)cc2)nnc(-c2ccccc2)c1-c1ccccc1
  A = 4	B = 30%	C = nt	D = 1%	E = nt	F = nt	G = nt	H = -9%
NC(=O)N/N=C/c1cc(Br)ccc1OC(=O)c1ccccc1
  A = -15	B = 11%	C = 1%	D = 2%	E = 1%	F = ?	G = 6%	H = -6%
CSc1nsc(SCC(=O)Nc2ccccc2C(N)=O)n1
  A = -2	B = -14%	C = 0%	D = 2%	E = 0%	F = -5	G = 10%	H = -5%
Cc1cccc(NC(=S)N(CCc2nc3cc(C)c(C)cc3[nH]2)Cc2cccnc2)c1
  A = -11	B = -8%	C = 1%	D = 10%	E = 1%	F = -21	G = 1%	H = -9%
CCCc1nc2n[nH]c(N)c2c2c1CCC2
  A = 2	B = 0%	C = -1%	D = 11%	E = 2%	F = 52	G = -15%	H = 7%
COCCCC1CCN(C(=O)CCc2nnc(CCCCc3ccccc3)o2)CC1
  A = -1	B = -1%	C = 0%	D = 14%	E = -6%	F = 5	G = 1%	H = -10%

Single records, from the list above:
Record of `COc1cc(CC(=O)NCc2ccco2)cc(OC)c1OC` : D3 ag = -3; FUS suppressor = 30%; aSyn rescue = 1%; TDP-43 yeast inh = 2%; EPAC2 antagonist = 21%; DRD3 antagonist = -7; EPAC2 ag = 7%; Abeta yeast res = -2%
Record of `CCOC(=O)c1c(Oc2ccc(OC)cc2)nnc(-c2ccccc2)c1-c1ccccc1` : D3 ag = 4; FUS suppressor = 30%; aSyn rescue = nt; TDP-43 yeast inh = 1%; EPAC2 antagonist = nt; DRD3 antagonist = nt; EPAC2 ag = nt; Abeta yeast res = -9%

Results in EPAC2 ag, Abeta yeast res and EPAC2 antagonist (two entries from above):
SMILES,EPAC2 ag,Abeta yeast res,EPAC2 antagonist
CCCc1nc2n[nH]c(N)c2c2c1CCC2,-15%,7%,2%
CCOC(=O)C1(CCOC)CCN(Cc2nc(C(C)C)cs2)CC1,27%,4%,25%

Four compounds out of the list, ordered by heavy-atom count, rising.
Letter code: A = D3 ag; B = FUS suppressor; C = aSyn rescue; D = TDP-43 yeast inh; E = EPAC2 antagonist; F = DRD3 antagonist; G = EPAC2 ag; H = Abeta yeast res
CCCc1nc2n[nH]c(N)c2c2c1CCC2
  A = 2	B = 0%	C = -1%	D = 11%	E = 2%	F = 52	G = -15%	H = 7%
CC(=O)Nc1ccc(OCc2nnc(-c3ccccc3)o2)cc1
  A = 9	B = -16%	C = 5%	D = 23%	E = 2%	F = 0	G = -1%	H = -1%
CC(C)Oc1ccccc1-c1nc(SCC(=O)c2ccc(F)cc2)n[nH]1
  A = -14	B = 37%	C = nt	D = ?	E = nt	F = nt	G = nt	H = -18%
COc1ccc(NC(=O)CN(C)CC(=O)Nc2cccc(F)c2)cc1S(=O)(=O)N1CCCCC1
  A = -5	B = nt	C = 1%	D = 3%	E = -2%	F = 0	G = 6%	H = 5%

A portion of the library, so the mix of outcomes need not match the whole.
